# KCNK3 inh: human KCNK3 channel inhibition, primary screen; 0.84% of 340,000 active; O14649; CHO-KCNK3 thallium flux, FluxOR fluorescence; hits give low values; B-score at 10 µM;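 active = B-score under library mean minus 4 SD, starting fluorescence ratio at most library mean plus 5 SD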;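 also: more negative B-score means stronger inhibition of thallium flux through KCNK3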
# Target sequence (O14649 whole entry, looked up): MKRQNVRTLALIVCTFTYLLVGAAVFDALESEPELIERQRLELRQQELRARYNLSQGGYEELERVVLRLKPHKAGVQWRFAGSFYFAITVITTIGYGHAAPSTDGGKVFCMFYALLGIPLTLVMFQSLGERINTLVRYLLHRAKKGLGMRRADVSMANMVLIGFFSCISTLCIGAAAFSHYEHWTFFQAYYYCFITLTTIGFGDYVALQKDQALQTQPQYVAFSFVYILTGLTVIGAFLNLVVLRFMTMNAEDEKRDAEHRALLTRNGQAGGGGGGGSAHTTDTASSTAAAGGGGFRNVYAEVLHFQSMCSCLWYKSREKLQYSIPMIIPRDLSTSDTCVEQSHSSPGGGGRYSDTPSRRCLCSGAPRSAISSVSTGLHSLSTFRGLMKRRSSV
# TRPC4 agonist: TRPC4 (mouse) channel activation. Q9QUQ5. HEK293 TRPC4beta/mu-opioid, Fluo4 calcium fluorescence; hits give high values. B-score at 10 µM. 0.49% of 310,000 active. AID 2237;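 active = B-score above 5 SD of library B-scores, and initial fluorescence ratio not above library mean plus 5 SD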;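 also: positive B-score marks a calcium rise read as TRPC4 activation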
#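 Material: HEK293 stable line with TRPC4beta plus mu-opioid receptor; technique: Fluo4 calcium-sensitive dye fluorescence, kinetic, 1 Hz baseline; timing: Fluo4 dye loading 45 min at room temperature, 110 s recording; controls: assay buffer as low control, maximal DAMGO as high control; read-out: integrated baseline-normalised fluorescence ratio, converted to per-well B score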
# KCNK9 inh: blocks the human KCNK9 two-pore domain potassium channel; 1.2% of 310,000 active; Q9NPC2; HEK293 KCNK9, FluxOR thallium flux fluorescence; hits give low values; B-score at 10 µM; AID 488922;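 active = ratio B-score over 3 SD below the library mean, with starting fluorescence within 5 SD of its mean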;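 also: negative B-score means less thallium flux so channel inhibition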
# Target sequence (Q9NPC2 whole entry, looked up, the tested form may be a part): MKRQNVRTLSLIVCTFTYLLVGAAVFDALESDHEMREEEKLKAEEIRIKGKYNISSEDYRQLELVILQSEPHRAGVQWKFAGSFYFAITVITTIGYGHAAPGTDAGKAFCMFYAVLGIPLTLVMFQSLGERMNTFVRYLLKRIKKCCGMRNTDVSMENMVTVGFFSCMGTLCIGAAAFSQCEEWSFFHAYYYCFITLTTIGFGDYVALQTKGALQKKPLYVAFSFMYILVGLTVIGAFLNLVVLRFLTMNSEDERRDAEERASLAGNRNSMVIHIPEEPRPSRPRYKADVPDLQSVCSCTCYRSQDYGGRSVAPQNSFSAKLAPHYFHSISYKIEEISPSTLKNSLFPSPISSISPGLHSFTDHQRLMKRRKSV
# PolyA inhibitor: blocks polyadenylation in yeast reporter cells; S. cerevisiae SKY197-pL101 polyadenylation reporter, beta-gal luminescence; efflux-impaired pdr1/pdr3 knockout yeast; score 100 = 6 SD above DMSO; calls only at 12 µM; 0.02% of 300,000 active; AID 1875;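 active = lowest replicate activity score at least 50, where 100 means six control SD above control mean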;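 also: yeast exposed to compound for 9 h at 30 °C; higher score means more reporter readthrough which indicates perturbed polyadenylation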
# Dyrk1A ADPGlo: blocks rat Dyrk1A kinase activity | Q63470 | ADP-Glo luminescence, NFATc1 peptide | inhibition, % at 12.5 µM | 0.43% of 310,000 active | AID 504441; in the data active = inhibition above about 50%;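 also: plate controls were vehicle with enzyme for no effect and no enzyme for full effect; many of its hits are not listed in these tables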
# TRPC4 inh: TRPC4 (mouse) channel inhibition. AID 2247. HEK293 TRPC4beta/mu-opioid, DAMGO-evoked Fluo4 calcium flux; hits give low values. Q9QUQ5. B-score at 10 µM. 0.39% of 300,000 active;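 active = B-score over 3 SD under the library average, no early fluorescence shift, positive overall ratio signal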
#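 Material: HEK293 cells with stable TRPC4beta plus mu-opioid receptor expression / Probe or stimulus: DAMGO in two steps, submaximal then maximal / Compound: single concentration per test compound / Technique: kinetic Fluo4 fluorescence imaging of calcium influx / Read-out: per-well B score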
# TRPC4 potent: allosterically enhances the mouse TRPC4 cation channel; HEK293 TRPC4beta/mu-opioid, DAMGO EC20, Fluo-4 Ca2+ flux; hits give high values; Q9QUQ5; B-score at 10 µM; 0.42% of 310,000 active;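 active = B-score of calcium response area above 5 SD of library B-scores, with initial fluorescence ratio within 5 SD of library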;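 also: B-score of integrated fluorescence ratio over time as area under calcium response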
# KCNQ1 block: inhibitors of human KCNQ1 potassium channel. P51787. CHO-K1 KCNQ1, FluxOR thallium flux fluorescence; hits give high values. B-score at 10 µM. 1.3% of 310,000 active. AID 2642;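 active = compounds whose thallium flux B-score, printed positive for inhibition, exceeds three library SD while starting fluorescence stays within three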;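 also: channel opened by potassium depolarization with thallium stimulus after 20 min compound exposure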
# hERG protect: hERG (human) protection from proarrhythmic block. Q12809. CHO-hERG, FluxOR thallium flux, dofetilide IC70 present. activation (rescue from dofetilide block), less the hit threshold, % at 10 µM. 0.51% of 310,000 active;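 active = activation above the mean of controls blocked by dofetilide plus 5 SD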;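 also: thallium influx through hERG after potassium depolarization seen as dye fluorescence rise; in these data hits start at about 4.7%; inactives centre near -7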
# Platelet DG rel: platelet dense granule release activity; AID 1663; 0.22% of 300,000 active; inhibition, %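 (compounds screened at 7.5 µM in platelet-rich plasma)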; human platelet-rich plasma, SFLLRN dense granule ATP release, luminescence;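 active = mean replicate score, as percent of positive control, at or above 50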
# KCNQ1 act: potentiates or activates the human KCNQ1 potassium channel; CHO-K1 KCNQ1, thallium flux FluxOR fluorescence; hits give high values; B-score at 10 µM; 0.35% of 310,000 active;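 active = fluorescence ratio B-score, a plate-corrected score, at least three library SD, with initial intensity B-score within 5 SD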
#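 assay system = KCNQ1-transfected CHO-K1 cells | medium = assay buffer with matched DMSO | probe or stimulus = depolarizing K+/Tl+ stimulus, K2SO4 and Tl2SO4 each 12.5 mM in 5x stock | dosing = single dose | incubation = dye 90 min, compound 20 min, room temperature | detection = kinetic FluxOR fluorescence, 10 s baseline plus 110 s post-stimulus | evaluation = ratio B score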
# Numbers without * were called inactive; i = inactive; · = not tested or not shown. Some of the compounds tested (hit frequency here may not be typical).
SMILES,KCNK3 inh,TRPC4 agonist,KCNK9 inh,PolyA inhibitor,Dyrk1A ADPGlo,TRPC4 inh,TRPC4 potent,KCNQ1 block,hERG protect,Platelet DG rel,KCNQ1 act
O=C(Cn1c(=O)oc2ccccc21)N(Cc1ccccc1)C1CCS(=O)(=O)C1 (centres undefined),i,i,i,i,6,i,i,i,-6,1,i
O=c1cnnc(N/N=C/C2CC=CCC2)[nH]1 (centres undefined),i,i,i,i,1,i,i,i,-3,-9,i
Cc1ccc(N2C(=O)C(CC(=O)Nc3cccc(F)c3)N(C3CC3)C2=O)cc1 (centres undefined),i,i,i,i,2,i,i,i,-10,-1,i
O=C(NC1CCSc2ccccc21)c1ccccc1Br (centres undefined),i,i,i,i,·,i,i,i,-9,-4,i
NC(=O)N/N=C/c1ccc2cccc(OCc3ccccc3)c2n1,i,i,i,i,·,i,i,i,-8,0,i
CC(=O)Nc1ccc(S(=O)(=O)NCc2ccc3[nH]c(C)cc3c2)cc1,i,i,i,i,2,i,i,i,-4,-1,i
Cc1ccc(C)c(OCC(=O)N2CCN(C(=O)c3ccco3)CC2)c1,i,i,i,i,-4,i,i,i,-4,-14,i
O=C(N/C(=C/C=C/c1ccccc1)C(=O)N1CCOCC1)c1ccccc1Br,i,i,i,i,0,i,i,i,-17,3,i
CC(=O)c1cc2c(cc1NC(=O)c1ccc(C)cc1)OCCO2,i,i,i,i,-3,i,i,i,-6,6,i
NC(=S)N/N=C/c1cccc(O)c1O,i,i,i,i,0,i,i,i,-4,-8,i
O=C(CCC(=O)c1cccs1)Nc1nc2ccccc2s1,i,i,i,i,12,i,i,i,-6,-1,i
CC(CCc1ccccc1)OS(N)(=O)=O (centres undefined),i,i,i,i,-1,i,i,i,-4,2,i

# Reprinted from the part before: three entries, then new ones.
SMILES,KCNK3 inh,TRPC4 agonist,KCNK9 inh,PolyA inhibitor,Dyrk1A ADPGlo,TRPC4 inh,TRPC4 potent,KCNQ1 block,hERG protect,Platelet DG rel,KCNQ1 act
NC(=S)N/N=C/c1cccc(O)c1O,i,i,i,i,0,i,i,i,-4,-8,i
O=C(CCC(=O)c1cccs1)Nc1nc2ccccc2s1,i,i,i,i,12,i,i,i,-6,-1,i
CC(CCc1ccccc1)OS(N)(=O)=O (centres undefined),i,i,i,i,-1,i,i,i,-4,2,i
COc1cccc(N2CC(C(=O)Nc3nnc(SCCC4OCCO4)s3)CC2=O)c1 (centres undefined),i,i,i,i,-4,i,i,i,-7,17,i
Cc1cccc(C)c1NC(=O)CCCn1nc(C)c2c(C)n(-c3ccccc3)nc2c1=O,i,i,i,i,-1,i,i,i,-12,-7,i
COc1cc2c(cc1NC(=O)CSc1nnc(COc3ccc(Cl)cc3)n1C)oc1ccccc12,i,i,i,i,4,·,i,i,-6,-5,11*
C/C(=N\NS(=O)(=O)c1ccc(C)c([N+](=O)[O-])c1)c1ccc2c(c1)OCO2,i,i,i,i,2,i,i,i,-10,-4,i
COc1cc(CN/C(C)=C(\C#N)C(N)=O)cc(OC)c1OC,i,i,i,i,4,i,i,i,-9,8,i
Cc1ccc(Cl)cc1N1CCN(C(=O)Cc2c(C(=O)O)[nH]c3ccccc23)CC1,i,i,i,i,5,i,i,i,0,10,i
CCOc1ncc(S(=O)(=O)N2CCN(CC)CC2)cc1C(=O)O,i,i,i,i,5,i,i,i,1,-27,i
O=C(Nc1ccc(N2CCOCC2)cc1N1CCOCC1)c1ncoc1-c1cccc(F)c1,i,i,i,i,2,i,i,i,-8,-2,i
CC(=O)Nc1ccc(NC(=O)COC(=O)CCc2nc3ccccc3s2)cc1,i,i,i,i,-18,i,i,i,-18,9,i
CCn1nc(C)cc1Nc1ccccc1,i,i,i,i,-1,i,i,i,-12,5,i
COc1ccc(C2/C(=C(/O)c3ccccc3)C(=O)C(=O)N2CC(C)O)c(OC)c1 (centres undefined),i,i,i,i,-1,i,i,i,-6,-8,i
O=S(=O)(NCc1ccccc1)c1cccc2nsnc12,i,i,i,i,0,i,i,i,-15,5,i
CC(C)NC(=O)CN1CCC(c2ccccc2)C(O)C1 (centres undefined),i,i,i,i,-3,i,i,i,-11,-11,i
Cc1ccc(CNC(=O)CN2C(=O)CSc3ccc(S(=O)(=O)N4CCCCC4)cc32)cc1,i,i,i,i,·,i,i,i,-7,3,i
O=C(NCc1ccc(N2CCCC2=O)cc1)c1cc(COc2c(F)cccc2F)on1,i,i,i,i,-6,i,i,i,-4,-6,i
Cc1ccc(S(=O)(=O)NC(=NCC(=O)O)c2ccc(F)cc2)cc1,i,i,i,i,0,i,i,i,-7,-3,i
CC(=O)C1C(c2cccc(F)c2)c2c(n[nH]c2C)CC1(C)O (centres undefined),i,i,i,i,·,i,i,i,-3,-1,i
Cc1nnc(Sc2nc3ccccc3o2)c2ccccc12,i,i,i,i,-3,i,i,i,-12,4,i
CC(=O)SCC[N+](C)(C)C,i,i,i,i,4,i,i,i,-7,1,i
Cc1[nH]c2ccccc2c(=O)c1CN(C)Cc1ccccc1,i,i,i,i,-35,i,i,i,-3,-3,i
COc1ccc(/C(N)=N/OC(=O)Oc2ccccc2)cc1OC,i,i,i,i,-4,i,i,i,0,-6,i
COc1cc(NC(=O)CC(C)S(=O)(=O)c2ccc3c(c2)NC(=O)CO3)cc(OC)c1OC (centres undefined),i,i,i,i,4,i,i,i,-3,2,i
Cc1nn(C)c(NC(=O)c2ccccc2Cl)c1Cl,i,i,i,i,-4,i,i,i,-1,9,i
O=C(Nc1ccccc1)c1ccccc1N=Cc1cccc(O)c1,i,i,i,i,1,i,i,i,-2,8,i
O=C(c1ccccc1)c1ccc(Oc2ccc(C(=O)O)c(C(=O)O)c2)cc1,i,i,i,i,-1,i,i,i,-3,0,i
O=C(CN1C(=O)/C(=C/c2ccccc2F)Oc2ccccc21)N1CCN(c2ccccn2)CC1,i,i,i,i,16,i,i,i,-3,2,i
Fc1ccc(CSc2nc3ncc(Br)cc3[nH]2)cc1,i,i,i,i,-1,i,i,i,-3,0,i
COc1ccc(Cc2c(O)nc(SCC(=O)NC(C)(C)C)[nH]c2=O)cc1,i,i,i,i,·,i,i,i,1,1,i
O=C(Nc1ccncc1)c1cncc(Br)c1,i,i,i,i,32,i,i,i,-2,11,i
Brc1ccc(Nc2c3c(nc4ncnn24)CCC3)cc1,i,i,i,i,2,i,i,i,-14,-7,i
CC1CCN(C(=O)CSc2nc3c(c(=O)n(C)c(=O)n3C)n2C)CC1,i,i,i,i,-2,i,i,i,-4,-19,i
Cc1ccc(NC(=O)COC(=O)Cc2c(F)cccc2Cl)cc1S(=O)(=O)N1CCOCC1,i,i,i,i,8,i,i,i,-9,0,i
CC(C)Oc1ccc(C(=O)CCN2CCOCC2)cc1,i,i,i,i,7,i,i,i,-2,0,i
O=C(C1CCCC1)N1CCN(S(=O)(=O)c2cccc(Cl)c2Cl)CC1,i,i,i,·,-6,i,i,i,-6,22,i
COC(=O)c1cc(Br)c(=O)n(-c2ccccc2F)c1,i,i,i,i,1,i,i,i,-4,-2,i
COc1ccc(NC(=O)COC(=O)Cn2cnc3ccccc3c2=O)cc1OC,i,i,i,i,5,i,i,i,-14,2,i
CCCCNc1ncnc2c1cnn2-c1ccc(C)cc1C,i,i,i,i,10,i,i,i,-3,13,i
CC1(C)CCC(=O)N(c2ccc(OC(F)(F)F)cc2)C1=O,i,i,i,i,0,i,i,i,-4,-10,i
Cc1ccc(C(=O)Oc2ccc(Cl)c3cccnc23)cc1[N+](=O)[O-],i,i,i,i,2,i,i,i,-3,0,i
COc1ccc(NC(=O)COc2ccc(C(=O)OCC(=O)N(C)C3CCS(=O)(=O)C3)cc2OC)cc1 (centres undefined),i,i,i,i,·,i,i,i,-7,0,i
CC(C)c1ccc(NC(=O)C2C3C=CC4(CN(CCCN5CCOCC5)C(=O)C24)O3)cc1 (centres undefined),i,i,i,i,-4,i,i,i,-5,-4,i
Cc1ccc(NC(=O)CCn2c(=S)oc3ccccc32)cc1F,i,i,i,i,2,i,i,i,0,12,i
CCOC(=O)C1=C(O)/C(=C/c2cc(C)n(-c3ccccc3)c2C)N=C1C,i,i,i,i,-1,i,i,i,-7,10,i
COC(=O)Cc1nc2ccccc2[nH]1,i,i,i,i,13,i,i,i,-4,1,i
CCN(CC(=O)Nc1c(F)cccc1F)C(=O)C1Cc2ccccc2CN1S(=O)(=O)CC (centres undefined),i,i,i,i,1,i,i,i,-13,-1,i
Cc1ccc(C)c(N2CCN(C(=O)CCCOc3cc(=O)n(C)c4ccccc34)CC2)c1,i,i,i,i,0,i,i,i,-27,4,i
COc1ccccc1Oc1ccc2c(c1)C(=O)N(c1ccc(C)cc1)C2=O,i,i,i,i,2,i,i,i,-5,8,i
COc1ccc(/C=N/NC(=O)c2cccc([N+](=O)[O-])c2)c2ccccc12,i,i,i,i,1,i,i,i,-2,-6,i

# Record cards (already shown). Values in the order: KCNK3 inh, TRPC4 agonist, KCNK9 inh, PolyA inhibitor, Dyrk1A ADPGlo, TRPC4 inh, TRPC4 potent, KCNQ1 block, hERG protect, Platelet DG rel, KCNQ1 act
# CCOC(=O)C1=C(O)/C(=C/c2cc(C)n(-c3ccccc3)c2C)N=C1C across the screens: i, i, i, i, -1, i, i, i, -7, 10, i
# CC(C)c1ccc(NC(=O)C2C3C=CC4(CN(CCCN5CCOCC5)C(=O)C24)O3)cc1 (centres undefined) across the screens: i, i, i, i, -4, i, i, i, -5, -4, i
# CCN(CC(=O)Nc1c(F)cccc1F)C(=O)C1Cc2ccccc2CN1S(=O)(=O)CC (centres undefined) across the screens: i, i, i, i, 1, i, i, i, -13, -1, i
# Cc1ccc(NC(=O)CCn2c(=S)oc3ccccc32)cc1F across the screens: i, i, i, i, 2, i, i, i, 0, 12, i
